# PPC-1+TRAIL kill – compounds killing PPC-1 cancer cells with TRAIL present (potentiator screen, no TRAIL-free arm); PPC-1 cells + TRAIL, ATPLite viability luminescence; cell killing (% activity), % at 4 µM; actives 0.41% (n = 220,000);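 active = cell killing above 50% in the first pass at 4 µM, then a duplicate retest at 5 µM averaging 50% or more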;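 also: plate controls were cells with TRAIL plus DMSO for no effect and medium-only wells lacking cells for full effect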
# NPY-Y1 antag – blocks the human neuropeptide Y Y1 receptor; P25929; HEK293-CNG Y1 cells, membrane potential fluorescence; NPY at EC95, then isoproterenol; inhibition, % at 3.6 µM; actives 1% (n = 200,000); AID 1040;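 active = inhibition above the campaign mean inhibition of all tested compounds plus 3 SD, cut at about 20% in these data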;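 also: 0% = DMSO wells given NPY plus isoproterenol and 100% = isoproterenol alone without NPY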
# Target sequence (P25929 whole entry, looked up): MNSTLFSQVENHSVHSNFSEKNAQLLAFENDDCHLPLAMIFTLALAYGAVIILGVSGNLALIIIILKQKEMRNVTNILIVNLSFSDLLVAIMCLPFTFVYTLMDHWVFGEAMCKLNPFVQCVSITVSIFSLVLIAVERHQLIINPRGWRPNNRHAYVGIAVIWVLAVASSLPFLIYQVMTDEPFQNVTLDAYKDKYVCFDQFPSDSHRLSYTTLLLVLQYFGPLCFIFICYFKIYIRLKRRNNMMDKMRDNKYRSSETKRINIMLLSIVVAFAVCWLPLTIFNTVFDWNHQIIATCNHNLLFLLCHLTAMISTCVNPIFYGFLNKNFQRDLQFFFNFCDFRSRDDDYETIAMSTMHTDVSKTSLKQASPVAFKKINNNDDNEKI
#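 Test system – HEK293 Y1/CNG channel cell line · Also added – NPY agonist 25 nM, then isoproterenol 1 µM plus Ro 20-1724 25 µM · Compound dosing – one concentration, 3.6 µM, in 0.4% DMSO · Schedule – compound incubation 1 h at room temperature, readout 45 min post-stimulation · Technique – fluorescence, membrane potential probe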
# zfTRPN1 agonist – agonists of zebrafish TRPN1 channel. HEK293 zebrafish TRPN1-YFP, Fluo-8 calcium fluorescence; 100% = response to 87 µM carbachol. actives 0.18% (n = 220,000). activation, % at 3 µM. AID 1424;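 active = activation above its plate's cutoff, the mean activation of test wells on that plate plus 3 SD, cut at about 19% in these data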;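 also: 0% = DMSO alone and 100% = 87 µM carbachol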
#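 Material: zebrafish TRPN1-YFP in HEK293 cells; Doses: single test compound dose, 3 µM nominal, 0.3% DMSO; Timing: dye loading 1 h at 37 °C, then 30 min room temperature; Technique: intracellular calcium fluorescence with Fluo-8; Benchmarks: high carbachol 87 µM, low DMSO alone.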
# PGE2 EP2 inh – inhibitors of human EP2 prostaglandin E2 receptor | P43116 | C6 glioma cells expressing human EP2, cAMP TR-FRET; cells stimulated with saturating PGE2 | inhibition, % at 25 µM | actives 0.52% (n = 260,000) | AID 1422;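 active = percent inhibition above 40 after rounding to a whole number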;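 also: rat C6 glioma host cells with rolipram phosphodiesterase inhibitor present; the protocol text gives 20 µM as final concentration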
# Target sequence (P43116 whole entry, looked up): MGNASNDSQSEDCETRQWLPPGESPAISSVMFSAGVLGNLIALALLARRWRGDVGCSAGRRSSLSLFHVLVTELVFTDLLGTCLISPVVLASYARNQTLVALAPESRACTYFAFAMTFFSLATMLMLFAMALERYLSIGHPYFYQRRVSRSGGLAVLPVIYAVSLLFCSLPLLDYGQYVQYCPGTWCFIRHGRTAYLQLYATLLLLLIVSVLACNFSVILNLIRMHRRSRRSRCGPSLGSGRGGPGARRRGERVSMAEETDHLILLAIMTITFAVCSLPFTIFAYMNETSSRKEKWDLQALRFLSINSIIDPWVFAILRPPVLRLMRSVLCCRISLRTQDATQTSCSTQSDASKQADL
# NPY1 pot ag – human NPY-Y1 potentiation or agonism, primary screen | P25929 | NPY-Y1 expressing cells, potentiator/agonist activation | activation, % at 3.6 µM | actives 0.37% (n = 220,000); in the data active = activation above about 33%, passing the limit was not always enough;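 also: cells stimulated with NPY at EC10 then isoproterenol at EC100; 0% = low agonist plus stimulus and 100% = saturating agonist plus stimulus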
# 14-3-3 Bad PPI – disrupts binding of bovine 14-3-3 zeta to phospho-Bad peptide; TR-FRET 14-3-3zeta/Dy647-pBad peptide displacement, 1 h; P63103; inhibition, % at 21.7 µM; actives 0.71% (n = 220,000);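 active = inhibition above about 70%, limit read from the data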;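 also: 0% = full 14-3-3 plus peptide FRET controls and 100% = background without 14-3-3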
# Target sequence (P63103 whole entry, looked up): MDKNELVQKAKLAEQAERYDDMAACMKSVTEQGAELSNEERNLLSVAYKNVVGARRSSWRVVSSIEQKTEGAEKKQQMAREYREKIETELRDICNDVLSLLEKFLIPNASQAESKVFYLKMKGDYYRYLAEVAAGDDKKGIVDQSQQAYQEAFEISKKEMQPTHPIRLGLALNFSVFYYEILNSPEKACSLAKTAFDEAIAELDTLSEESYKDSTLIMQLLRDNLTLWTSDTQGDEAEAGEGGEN
# CHOP inh – blocks CHOP induction under ER stress; CHO-K1 CHOP-promoter luciferase, tunicamycin-induced, 15-18 h; actives 3.8% (n = 220,000); inhibition, % at 10 µM;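 active = compounds that reduced the stress-induced luciferase reporter signal by more than about 70% of percent inhibition, limit read from the data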;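 also: 0% = tunicamycin plus vehicle and 100% = wells without tunicamycin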
# EP2 mod – modulates human prostaglandin E2 receptor EP2 signaling; P43116; EP2-expressing cells, cAMP HTRF FRET, PGE2 co-stimulation; induction, % at 25 µM; actives 0.83% (n = 260,000);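 active = compounds whose cAMP rise, as percent of the full-agonist control response, exceeds 60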;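 also: rat C6 glioma line stably carrying human EP2 under a CMV promoter; the protocol text gives 20 µM as final concentration; 100% = response of wells given 1 µM PGE2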
# TRPML3 ag – activates the human TRPML3 channel; activation, % at 3 µM; HEK293 TRPML3-YFP, Fluo-8 calcium fluorescence; 100% = the carbachol control signal; actives 0.29% (n = 220,000);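 active = activation above its plate's cutoff, the mean activation of the plate's test wells plus 3 SD, cut at about 12% in these data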;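 also: 0% = DMSO only wells and 100% = carbachol wells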
#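 Test system: HEK293 cells stably carrying human TRPML3-YFP; Doses: single dose, 3 µM final nominal compound, 0.3% DMSO final; Schedule: dye loading 1 h 37 °C then 30 min ambient, 125 s read; Technique: Fluo-8 calcium fluorescence; Benchmarks: high control carbachol 87 µM, low control DMSO.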
# Active calls of the source: *; . = not tested or not shown; & = joins results of further samples; [ ] = remark or other dose. A portion of the library; rates above refer to the full screens.
SMILES,PPC-1+TRAIL kill,NPY-Y1 antag,zfTRPN1 agonist,PGE2 EP2 inh,NPY1 pot ag,14-3-3 Bad PPI,CHOP inh,EP2 mod,TRPML3 ag
Nc1ncc(N=Nc2cc(C(=O)O)ccc2Cl)s1,17,.,0.0,8,4,45,-12,24,0.9
CC(C)N1CCc2c(sc(NC(=S)NC(=O)c3ccccc3)c2C#N)C1,-12,0,10,3,-14,-6[fluorescence artefact?],5,-4,8.5
Cn1c(COc2ccccc2)nnc1SCC(=O)Nc1ccc2c(c1)OCO2,11,-5,-1.3,13,9,16,-11,3,0.2
Cc1ccc(NC(=S)NC(C)(C)C)c([N+](=O)[O-])c1,8,.,0.2,3,-3,-5,-1,-3,-0.1
COc1ccc(/C=C2\SC(=O)N(CCNC(=O)Cc3coc4cc(C)ccc34)C2=O)cc1OC,24,2,1.8,8,-21,-10,42,-67,0.9
Cc1[nH]c(=O)[nH]c1C(=O)CCCCC(=O)O,13,0,1.8,3,-3,5[fluorescence artefact?],7,-4,0.6
CCn1c(CSc2nc3ccccc3s2)nnc1SCC(=O)OC(C)(C)C,-11,6,0.3,6,-17,-1,23,14,0.7
CN(C)CCCNc1nc(-c2ccccc2)c2c(c1C#N)CC(C)(C)OC2,-2,.,1.0,5,-14,-2,4,12,1.1
C[C@@H]1CC=C[C@H]2[C@H]1C(=O)N(Cc1ccccc1)[C@H]2c1ccc(F)c(Br)c1,1,.,.,3,.,-4,76*,18,.
Cc1ccc(S(=O)(=O)c2ccccc2)cc1S,-22,2,-0.2,5,4,-10,30,-4,0.6
Cc1nc(C(=O)NCc2ccccc2)sc1C1(C)CC(c2cccc([N+](=O)[O-])c2)=NO1 (configuration not stated),7,.,.,9,.,1,3,16,.
O=C(Cc1ccccc1)NCCS(=O)c1ccc(Cl)cc1 (configuration not stated),-4,1,0.7,12,7,-6[fluorescence artefact?],9,-35,0.3
O=C(/C=C/c1ccccc1)Nn1cnc2ccccc2c1=O,13,4,-0.7,1,-15,-6,6,2,0.4
CC(=O)Nc1cccc(C(=O)N/N=C/c2ccc(F)cc2)c1,16,2,1.2,12,-21,-7[fluorescence artefact?],19,-63,0.3
O=C(Nc1ccc(N2CCN(c3ncccc3C(F)(F)F)CC2)nc1)c1cccs1,20,.,11,11,19,-8,10,-32,2.4
COc1ccc(CNCCNC(=O)c2nonc2N)cc1OC,0,2,0.1,4,-15,-4,-2,3,0.6
CCC(C)(C)C1CCC(=NNc2nc3ccccc3[nH]2)CC1 (configuration not stated),22,0,-0.2,14,-17,0,61,-36,0.1
Cc1ccc2nc3c(cc2c1)CN(Cc1ccco1)C(=NCC1CCCO1)S3 (configuration not stated),25,7,2.0,10,4,-2,-56,15,1.2
O=C(CSc1nc2ccccc2n1CCc1ccccc1)c1ccc(O)c(O)c1,28,2,-2.2,2,18,94*,23,54,-0.6
N#Cc1c(N2CCOCC2)nc(N)c2c(N)nc3c(c12)CC(CCl)O3 (configuration not stated),-12,.,-0.6,5,11,-5,15,-16,-0.1
CCN(CC)S(=O)(=O)c1ccc2c(c1)nc(SC(C)C(N)=O)n2-c1ccc(OC)cc1 (configuration not stated),10,3,-0.4,12,7,-8[fluorescence artefact?],35,-28,0.2
Cc1cc(C)cc(C(=O)NCC(=O)OCC(=O)N2CCN(S(=O)(=O)c3ccc4ccccc4c3)CC2)c1,15,-5,0.2,4,28,14,32,1,0.3
O=C(NCCC1=CCCCC1)NC1CCCCC1,24,-5,-0.9,4,-6,8,70,-4,-0.8
Cc1ccc(S(=O)(=O)NC(=O)c2cc(C)n(-c3cc(S(=O)(=O)N4CCOCC4)ccc3N3CCCC3)c2C)cc1,20,3,-0.2,0,3,-30,-7,21,0.3
O=C(CCc1ccccc1)Nc1ccc(NC(=O)c2ccco2)nc1,16,3,1.2,20,17,2,15,-7,0.3

# Random excerpt: three records from the list.
SMILES,PPC-1+TRAIL kill,NPY-Y1 antag,zfTRPN1 agonist,PGE2 EP2 inh,NPY1 pot ag,14-3-3 Bad PPI,CHOP inh,EP2 mod,TRPML3 ag
Cc1ccc2nc3c(cc2c1)CN(Cc1ccco1)C(=NCC1CCCO1)S3 (configuration not stated),25,7,2.0,10,4,-2,-56,15,1.2
COc1ccc(/C=C2\SC(=O)N(CCNC(=O)Cc3coc4cc(C)ccc34)C2=O)cc1OC,24,2,1.8,8,-21,-10,42,-67,0.9
O=C(Nc1ccc(N2CCN(c3ncccc3C(F)(F)F)CC2)nc1)c1cccs1,20,.,11,11,19,-8,10,-32,2.4

# More results follow:
SMILES,PPC-1+TRAIL kill,NPY-Y1 antag,zfTRPN1 agonist,PGE2 EP2 inh,NPY1 pot ag,14-3-3 Bad PPI,CHOP inh,EP2 mod,TRPML3 ag
O=c1c2ccccc2c(-c2n[nH]c(=S)o2)nn1Cc1ccccc1,21,1,-0.3,34,-2,-2,-12,-11,0.1
CCCCCn1c(SCC(=O)OCC)nc2cc(C(=O)N3CCC(C(N)=O)CC3)ccc2c1=O,8,3,-0.3,4,12,5,26,-7,-1.8
CC(Sc1nc(N)cc(=O)[nH]1)C(=O)NC1CCCCC1 (configuration not stated),7,-4,0.6,8,-1,-6[fluorescence artefact?],-1,2,1.0
CCc1cccc2c(C(=O)COC(=O)/C=C/c3ccccc3OC)c[nH]c12,24,-4,0.2,7,-1,-6[fluorescence artefact?],19,-5,-0.2
C=C1N(c2ccc(Cl)cc2)C(=O)OC1(C)C,27,3,0.3,9,-7,-14,-5,1,0.9
C#CC[N+](C)(C)CCCCCCCCCCCC,44,9,-1.5,0,-7,-1[fluorescence artefact?],-5,10,0.1
COc1ccc(Cc2nc(C(=O)Nc3ccc(OC)cc3)cs2)cc1,11,17,3.7,11,-9,-8,22,-27,0.9
Cc1nnc(SCC(=O)N2CCOCC2)n1C,11,3,-1.0,9,-5,13[fluorescence artefact?],39,11,0.3
N/C(=N\OC(=O)CCN1C(=O)c2ccccc2C1=O)c1ccccn1,-2,5,-0.1,9,3,-3,2,-10,0.9
CCC(CC)NC(=O)c1cccc(Oc2ccccc2)c1,-5,2,-2.5,7,5,-4,23,11,-1.2
CC(=O)Nc1ccc(NC(=O)C2CC(=O)N(Cc3ccccc3)C2)cc1 (configuration not stated),5,2,0.5,12,9,-3,3,21,-0.9
Cc1cc(Br)ccc1NC(=O)CCN1C(=O)c2ccncc2C1=O,-6,-6,-0.5,5,1,-8[fluorescence artefact?],-20,23,0.8
Nc1ccc(N2CCN(c3ccccc3)CC2)c(F)c1,-16,-4,0.4,8,3,22,0,2,0.6
CCOC(=O)C1=C(c2ccccc2)NC(=S)NC1c1cccc([N+](=O)[O-])c1 (configuration not stated),13,-1,-1.1,7,13,-6[fluorescence artefact?],17,16,0.1
OCCN(Cc1ccccc1)CC1CC2C=CC1C2 (configuration not stated),-3,5,-0.9,4,4,20,-12,10,0.2
O=S(=O)(Cc1ccccc1Cl)Nc1ccccn1,-15,5,-0.1,3,-5,-5,-18,27,0.7
Cc1ccc2c(C(=O)CN3CCOCC3)c(C)[nH]c2c1,-1,-2,0.0,8,13,-5,7,2,0.9
Cc1cccc(NC(=O)c2ccccc2Br)n1,14,.,.,8,.,7,39,-5,.
O=C(CCCOc1ccc(Cl)cc1Cl)N/N=C/c1cccc([N+](=O)[O-])c1,4,2,3.1,12,-5,34[fluorescence artefact?],76*,-31,0.7
COc1cc2c(cc1OC)CN(CC(=O)Nc1ccc3c(c1)OCO3)CC2,1,5,-1.4,10,-13,-5[fluorescence artefact?],0,-16,0.0
CN(c1ccc(C(=O)NCc2ccc3c(c2)OCO3)cc1)S(=O)(=O)c1ccccc1,15,3,0.3,6,0,-7,9,-76,0.6
Nc1c(C(=O)c2ccccc2O)cnn1-c1ccc(S(=O)(=O)N2CCOCC2)cc1[N+](=O)[O-],-12,0,1.3,20,6,-3,-5,-22,0.3
O=C(O)c1ccc2nc3c(nc2c1)-c1ccccc1C3=O,-5,3,1.0,23&5,0,-3,11,8&35,0.9
COc1ccc(NC(=O)C2CCCN(S(=O)(=O)c3c(C)n[nH]c3C)C2)cc1 (configuration not stated),-6,4,0.9,8,14,4[fluorescence artefact?],1,0,-0.3
CN1CCC(NC(=S)Nc2cccc([N+](=O)[O-])c2)CC1,0,2,0.3,14,11,-15,-3,-13,0.7

# Additional records:
SMILES,PPC-1+TRAIL kill,NPY-Y1 antag,zfTRPN1 agonist,PGE2 EP2 inh,NPY1 pot ag,14-3-3 Bad PPI,CHOP inh,EP2 mod,TRPML3 ag
CCOC(=O)c1c(NC(=O)C(C)N2CCN(S(=O)(=O)c3cccs3)CC2)sc2c1CCC(C)C2 (configuration not stated),9,3,0.3,5,-11,-8,19,23,0.9
COc1ccc(-c2onc(C)c2-c2ccc3c(c2)OCCO3)c(O)c1,15,3,3.0,11,4,-11,18,-22,2.4
O=C(CC1COc2ccccc2O1)NC1CCCCC1 (configuration not stated),-15,2,-0.7,13,-1,10,30,6,0.3
CC(C)Cc1cc(C(=O)NCc2cccnc2)no1,18,-1,0.4,6,-13,0,-2,-3,-0.4
O=C(CSC(=S)N1CCOCC1)Nc1ncc2c(n1)CCCC2=O,6,.,2.2,6,18,-2,1,-3,0.8
CC/C(=N\NC(=O)c1ccc(N(C)C)cc1)c1ccccc1,19,12,1.3,11,-33,2[fluorescence artefact?],1,6,0.1
Cc1noc(C)c1COc1ccc(C(=O)Nc2cccnc2)cc1,9,-1,2.0,3,-3,79*,8,-18,0.6
Cn1c(N)c(C(c2ccccc2)c2c(N)n(C)c(=O)n(C)c2=O)c(=O)n(C)c1=O,-8,-3,-1.4,7,2,2,19,5,-0.6
CCc1ccc(S(=O)(=O)NCCc2csc(C)n2)s1,13,2,0.2,5,-2,-15,6,-3,0.3
CC(=O)Nc1ccc(S(=O)(=O)N2CCSC2c2ccccc2)cc1 (configuration not stated),1,0,2.7,11&12,-5,2[fluorescence artefact?],9,-35&-60,2.1
COc1ccc(S(=O)(=O)NCCSC(C)(C)C)c(Cl)c1Cl,39,1,-1.3,6,-7,8[fluorescence artefact?],0,-59,-0.3
COc1ccc(N2C(=O)[C@@H]3[C@H](C2=O)[C@H](C(C)=O)N2c4ccccc4C=C[C@@H]32)cc1,3,.,1.6,4,10,0,7,11,0.9
CC(C)C(=O)Nc1ccc(NC(=O)c2cc3ccccc3o2)cc1,-5,-3,4.9,4,0,1,-13,-9,-0.2
O=C(O)/C=C/C(=O)NNC(=O)c1ccc(Br)cc1,25,4,1.2,6,-4,-5,9,20,0.3
CCc1ccc(NC(=O)C[n+]2cc(-c3ccc(C)cc3)n3c2CCC3)cc1,6,.,0.2,4,7,-2,-3,-10,-0.1
CCOC(=O)c1ccc(Nc2cc(C)nc3nc(C)nn23)cc1,-5,-3,0.4,9,10,2,-4,24,0.2
COc1cccc(-c2noc(-c3ccoc3C)n2)c1,-7,1,1.8,2,2,-4,3,31,0.2

# Bioassay records from PubChem BioAssay.
